Screens from PubChem BioAssay.
Bim-Mcl-1 = human Bim-Mcl-1 interaction inhibition; actives 0.1% (n = 190,000); inhibition, % at 10 µM; Bead-based flow cytometry, Bim peptide-Mcl-1 binding; Q07820; in the data active = inhibition above about 40%;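 also: 0% = no compound tracer wells and 100% = peptide blocker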
Target sequence (Q07820 whole entry, looked up): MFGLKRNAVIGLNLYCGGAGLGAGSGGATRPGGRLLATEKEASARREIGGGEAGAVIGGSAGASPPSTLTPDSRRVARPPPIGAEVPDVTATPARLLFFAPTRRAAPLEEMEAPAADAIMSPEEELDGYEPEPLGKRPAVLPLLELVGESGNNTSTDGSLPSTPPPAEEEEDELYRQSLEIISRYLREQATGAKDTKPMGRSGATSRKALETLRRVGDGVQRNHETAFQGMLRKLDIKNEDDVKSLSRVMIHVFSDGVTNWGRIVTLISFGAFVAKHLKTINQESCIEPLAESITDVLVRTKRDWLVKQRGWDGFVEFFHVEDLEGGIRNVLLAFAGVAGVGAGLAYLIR
Mcl1 Bid PPI = Mcl-1/Bid interaction inhibition. Q07820. TR-FRET Mcl-1/Bid-Dy647 peptide binding, 1536-well. inhibition, % at 21.7 µM. actives 0.97% (n = 220,000). AID 1021;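 active = compounds that cut the binding signal by more than half at the single screening dose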;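 also: His-tagged Mcl-1 with europium anti-His antibody binding Bid BH3 peptide; 0% = Mcl-1 plus peptide wells and 100% = peptide-only wells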
Pf gamet viab = kills late stage P. falciparum gametocytes; P. falciparum stage V gametocytes, ATP luminescence, 24 h; inhibition, % at 10.9 µM; actives 0.065% (n = 150,000);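 active = inhibition above the mean plus 3 SD of compounds within the control limits, set per campaign, cut at about 38% in these data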;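 also: 0% = DMSO wells and 100% = medium only without gametocytes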
Cdc42 wt GTP = modulators (inhibitors or activators) of GTP binding to human Cdc42 wildtype. percent activity (GTP binding), % at 10 µM. P60953. GST-Cdc42 beads, Bodipy-GTP binding, flow cytometry; actives lie on both sides. actives 0.2% (n = 190,000). AID 761;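 active = percent activity GTP binding at least 20 points away from the 100% baseline, either down as inhibitor or up as activator; inconclusive = compound flagged as likely green fluorescent from well-wide comparison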;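 also: median bead fluorescence of bound Bodipy-FL-GTP at 100 nM; 0% = excess unlabeled GTP control and 100% = no compound control; below 100% means less GTP binding so inhibitor and above means activator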
Target sequence (P60953 whole entry, looked up): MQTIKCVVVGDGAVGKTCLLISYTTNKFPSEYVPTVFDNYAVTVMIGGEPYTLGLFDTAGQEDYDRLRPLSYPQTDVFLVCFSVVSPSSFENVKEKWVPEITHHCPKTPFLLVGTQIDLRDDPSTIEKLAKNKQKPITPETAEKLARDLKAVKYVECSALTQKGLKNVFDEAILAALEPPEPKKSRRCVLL
Rab7 wt modul = alters GTP binding to wildtype dog Rab7 | GTP binding activity (percent of control), % at 10 µM | AID 758 | GST-Rab7 beads, fluorescent GTP binding, flow cytometry; actives lie on both sides; untreated = 100%, excess cold GTP = 0% | actives 0.055% (n = 190,000);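 active = fluorescent GTP binding to Rab7 beads changed by at least 20 points from the 100% baseline, either direction, mostly lower; inconclusive = compound itself probably fluorescent, or too few beads counted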;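 also: median green fluorescence of bound Bodipy-FL-GTP per Rab7 bead population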
Rab2A wt mod = changes GTP binding to wildtype dog Rab2A, up or down; P61105; GST-Rab2 wt beads, Bodipy-GTP binding, flow cytometry; GTP binding activity, % at 10 µM; actives 0.19% (n = 190,000); AID 760;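 active = GTP binding activity at least 20 points away from 100%, either lowered or raised; inconclusive = signal likely due to the compound's own green fluorescence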;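 also: 0% = beads with excess unlabeled GTP and 100% = no-compound control corrected for plate trend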
Rac1 wt GTP bind = modulators of human Rac1 wildtype GTP binding. AID 757. P63000. GST-Rac1 beads, fluorescent GTP binding, flow cytometry; actives lie on both sides; 0 = cold GTP competed, 100 = untreated. GTP binding activity (% of control), % at 10 µM. actives 0.27% (n = 190,000);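 active = GTP binding activity at least 20 points away from the 100% control level, either lower or higher; inconclusive = compound flagged as likely green fluorescent, judged across all proteins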
HRas wt GTP bind = human HRas wildtype GTP binding, change in either direction; P01112; GST-Ras wt beads, Bodipy-FL-GTP binding, flow cytometry; actives lie on both sides; GTP binding activity, % at 10 µM; actives 0.14% (n = 190,000);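 active = GTP binding activity at least 20% away from the 100% baseline, either lowered as inhibitor or raised as activator; inconclusive = flagged as likely green fluorescent, judged across all proteins in the well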;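 also: 0% = unlabeled GTP competition control and 100% = no-compound control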
Target sequence (P01112 whole entry, looked up): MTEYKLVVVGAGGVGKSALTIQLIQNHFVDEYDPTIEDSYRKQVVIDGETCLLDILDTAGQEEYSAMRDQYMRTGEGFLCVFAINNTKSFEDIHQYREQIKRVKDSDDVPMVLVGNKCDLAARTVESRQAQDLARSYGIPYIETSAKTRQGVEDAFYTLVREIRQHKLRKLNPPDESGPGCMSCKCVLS
Avidin bead fluor = compound fluoresces at 488/530 nm on avidin beads; compound fluorescence 488/530 nm, flow cytometry; hits give high values; fluorescence (KMESF) at 10 µM; actives 0.38% (n = 220,000); in the data active = fluorescence above about 47; also: inactives centre near 10
Rac1 mut GTP = modulators of GTP binding to human Rac1 activated mutant | P63000 | GST-Rac1 activated beads, fluorescent GTP binding, flow cytometry; actives lie on both sides; 100% means binding = to untreated wells | percent activity (GTP binding), % at 10 µM | actives 0.11% (n = 190,000);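 active = GTP binding at least 20 percentage points away from the 100% baseline, in either direction, so actives lie on both sides; inconclusive = Compound likely fluorescent itself, or too few beads counted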
Mcl1-Noxa inh = disrupts binding of human Mcl-1 to Noxa peptide; AID 1022; actives 1.5% (n = 220,000); inhibition, % at 21.7 µM; Q07820; TR-FRET Mcl-1/Noxa peptide binding, 2 h;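 active = compounds that cut the protein-peptide binding signal by more than 50% relative to plate controls in a single-dose test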;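 also: His-tagged Mcl-1 with rhodamine Noxa BH3 peptide and terbium anti-His antibody; 0% = Mcl-1 plus Noxa peptide wells and 100% = peptide-only wells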
The depositor's hits bear a star; u = inconclusive; x = not tested or not shown.

1) OC1=C(O)c2nc3ccccc3nc21
2) Cc1cc(C)n(-c2nc3ccccc3c(=O)n2OCCOc2ccccc2)n1
3) Cc1ccccc1C(=O)NC1CC2CCC(C1)N2Cc1ccccc1 (centres undefined)
4) COc1cc(CNC(=O)OCC(C)C)cc(OC)c1OC
5) c1coc(CNCCCN2CCOCC2)c1
6) CS(=O)(=O)N1CCCC(C(=O)NCCc2ccccc2)C1 (centres undefined)
screen / no.	1	2	3	4	5	6
Bim-Mcl-1	-2	-4	0	0	-1	0
Mcl1 Bid PPI	-45	1	-22	-24	-21	-9
Pf gamet viab	x	25	-1	x	x	x
Cdc42 wt GTP	100	102	95	101	102	101
Rab7 wt modul	97	101	103	100	97	103
Rab2A wt mod	99	100	98	101	99	102
Rac1 wt GTP bind	105	103	98	106	105	102
HRas wt GTP bind	100	102	96	102	102	101
Avidin bead fluor	11	7	11	7	30	9
Rac1 mut GTP	98	101	96	101	102	101
Mcl1-Noxa inh	-2	-7	1	-9	13	16

7) O=C1N/C(=C/c2cccn2-c2ccccc2)C(=O)N1c1cccc(Cl)c1
8) CN(C)S(=O)(=O)N1CCN(C(=O)N(c2ccccc2)c2ccccc2)CC1
9) COc1ccc2c(c1)CCc1c(C(=O)N3CCCC3)noc1-2
10) CC(C)NC(=O)CCn1c(=S)oc2ccccc21
11) Cc1ccc(Oc2nsnc2N2CCOCC2)cc1
12) COCc1c(C(N)=O)nnn1-c1nonc1N
screen / no.	7	8	9	10	11	12
Bim-Mcl-1	-22	0	-4	0	-6	-2
Mcl1 Bid PPI	-46	-13	0	-10	-23	-3
Pf gamet viab	x	x	x	-4	-10	x
Cdc42 wt GTP	101	105	104	96	92	99
Rab7 wt modul	97	101	94	104	89	95
Rab2A wt mod	98	102	103	98	86	95
Rac1 wt GTP bind	101	104	104	98	94	97
HRas wt GTP bind	100	102	101	100	93	97
Avidin bead fluor	2	10	14	24	12	10
Rac1 mut GTP	100	102	99	96	89	96
Mcl1-Noxa inh	-12	-14	-2	6	3	2

13) O=C(Cc1ccc(Cl)cc1)Nc1ccccc1Sc1ccccc1
14) CCn1c(SCC(=O)Nc2ccccc2-c2ccccc2)nnc1-c1ccoc1C
15) O=C(Nc1ncnc2sc3c(c12)CCCCC3)c1ccc(F)cc1
16) O=C(NCC1CCCO1)C(c1ccncc1)N(Cc1cccs1)C(=O)CN1C(=O)c2ccccc2S1(=O)=O (centres undefined)
17) CCNC(=O)COC(=O)c1ccc(S(=O)(=O)N2CCCCCC2)cc1
18) COc1cc(-c2nn3c(-c4ccccc4)nnc3s2)cc(OC)c1OC
screen / no.	13	14	15	16	17	18
Bim-Mcl-1	-2	-5	-3	-1	1	1
Mcl1 Bid PPI	3	-43	-19	-45	-41	-60
Pf gamet viab	3	x	-17	-30	-7	-3
Cdc42 wt GTP	98	99	99	103	u	105
Rab7 wt modul	95	96	98	108	u	103
Rab2A wt mod	97	101	100	100	u	101
Rac1 wt GTP bind	101	102	98	96	u	108
HRas wt GTP bind	99	99	98	99	u	105
Avidin bead fluor	16	3	16	9	8	14
Rac1 mut GTP	103	102	96	96	u	101
Mcl1-Noxa inh	9	-17	31	2	-7	24

19) Cc1ccc(NS(=O)(=O)c2cc(C(=O)O)ccc2Cl)c(C)c1
20) CC(C)OC(=O)CSc1nnc(-c2cccnc2)n1N
21) CC(C)Cc1cc(C(=O)Nc2c(F)cc(F)cc2Br)no1
22) O=C(Nc1ccc2c(c1)Cc1ccccc1-2)c1cccnc1
23) Cc1cc(NC(=O)CCC(=O)N(Cc2cccs2)C(C(=O)NC2CCCC2)c2cccnc2)no1 (centres undefined)
24) CN(Cc1ccccc1)c1ncc(C=O)s1
screen / no.	19	20	21	22	23	24
Bim-Mcl-1	0	1	-4	2	-3	-1
Mcl1 Bid PPI	1	-8	-10	-40	-1	-17
Pf gamet viab	x	-13	x	-17	x	15
Cdc42 wt GTP	105	102	101	95	108	96
Rab7 wt modul	99	97	97	97	102	95
Rab2A wt mod	99	101	99	93	104	97
Rac1 wt GTP bind	104	99	107	96	107	97
HRas wt GTP bind	99	103	98	93	105	94
Avidin bead fluor	22	14	24	9	35	2
Rac1 mut GTP	98	100	99	93	103	95
Mcl1-Noxa inh	-11	4	24	14	24	6

25) Cc1c(C(=O)O)[nH]c2ccc([N+](=O)[O-])cc12
26) CCCCCCn1c(CN2CCCCC2C)nc2c1c(=O)n(C)c(=O)n2C (centres undefined)
27) CCCCOC(=O)CCc1c(C)[nH]c(=O)c(C#N)c1C
28) CC(C)c1cccc(O)c(=O)c1
29) Nc1ncnc(Oc2cccc(C(F)(F)F)c2)c1[N+](=O)[O-]
30) c1ccc(-c2nn3c(Cn4cnc5ccccc54)nnc3s2)cc1
screen / no.	25	26	27	28	29	30
Bim-Mcl-1	0	-4	-3	0	-1	-10
Mcl1 Bid PPI	-42	-6	-1	-61	-7	-2
Pf gamet viab	3	-17	7	x	-8	x
Cdc42 wt GTP	97	96	95	95	95	104
Rab7 wt modul	102	98	98	104	104	100
Rab2A wt mod	99	100	96	97	98	101
Rac1 wt GTP bind	95	102	96	95	99	99
HRas wt GTP bind	96	100	95	93	96	104
Avidin bead fluor	7	4	25	16	21	10
Rac1 mut GTP	98	100	96	93	94	99
Mcl1-Noxa inh	17	-10	-8	-140	15	0

Grouped by structure, the entries above with a halogen (six)
7) O=C1N/C(=C/c2cccn2-c2ccccc2)C(=O)N1c1cccc(Cl)c1
13) O=C(Cc1ccc(Cl)cc1)Nc1ccccc1Sc1ccccc1
15) O=C(Nc1ncnc2sc3c(c12)CCCCC3)c1ccc(F)cc1
19) Cc1ccc(NS(=O)(=O)c2cc(C(=O)O)ccc2Cl)c(C)c1
21) CC(C)Cc1cc(C(=O)Nc2c(F)cc(F)cc2Br)no1
29) Nc1ncnc(Oc2cccc(C(F)(F)F)c2)c1[N+](=O)[O-]
screen / no.	7	13	15	19	21	29
Bim-Mcl-1	-22	-2	-3	0	-4	-1
Mcl1 Bid PPI	-46	3	-19	1	-10	-7
Pf gamet viab	x	3	-17	x	x	-8
Cdc42 wt GTP	101	98	99	105	101	95
Rab7 wt modul	97	95	98	99	97	104
Rab2A wt mod	98	97	100	99	99	98
Rac1 wt GTP bind	101	101	98	104	107	99
HRas wt GTP bind	100	99	98	99	98	96
Avidin bead fluor	2	16	16	22	24	21
Rac1 mut GTP	100	103	96	98	99	94
Mcl1-Noxa inh	-12	9	31	-11	24	15

Continuation:
31) CC(C)OC(=O)C1C2C=CC3(CN(C(C)c4ccc(Br)cc4)C(=O)C13)O2 (centres undefined)
32) COc1ccc(NC(=O)CSc2ncnc3c2sc2ccccc23)c(OC)c1
33) COc1ccc(C2CC(=O)C3=C(C2)Nc2ccccc2N(C(=O)C2CC2)C3c2cccnc2)cc1OC (centres undefined)
34) CCCCC(=O)O[C@H]1CC[C@H]2[C@@H]3CCc4cc(O)ccc4[C@H]3CC[C@]12C
35) CN(C)S(=O)(=O)c1cccn1-c1ncc(C(F)(F)F)cc1Cl
36) O=C(CN(C(=O)c1cccc([N+](=O)[O-])c1)C1CCCCC1)Nc1ccc(Cl)c([N+](=O)[O-])c1
screen / no.	31	32	33	34	35	36
Bim-Mcl-1	-4	1	-1	-4	0	-2
Mcl1 Bid PPI	-19	16	-7	13	-17	0
Pf gamet viab	x	19	x	x	x	-2
Cdc42 wt GTP	97	104	92	99	105	99
Rab7 wt modul	99	100	94	92	103	99
Rab2A wt mod	98	100	93	97	105	99
Rac1 wt GTP bind	102	103	93	100	105	103
HRas wt GTP bind	100	98	93	99	104	100
Avidin bead fluor	16	22	29	10	10	13
Rac1 mut GTP	99	98	91	98	102	98
Mcl1-Noxa inh	-2	79*	-6	9	8	21

37) CCN(CC)C(=O)Cn1c(=O)n(CCCC(=O)NCc2ccccc2)c(=O)c2sccc21
38) C=CCn1c(N)c(C(=O)OC(C)CC)c2nc3ccccc3nc21 (centres undefined)
39) CCOc1ccc(-n2c(Cc3cc(=O)[nH]c(=O)[nH]3)nnc2SCC(=O)OC)cc1
40) CCNc1nc(NCC)nc(N(C#N)CCOc2ccccc2)n1
41) O=C1CCCN1CC1CCCN(Cc2nc(COc3ccccc3)no2)C1 (centres undefined)
42) CC1=C(C(=O)N2CCCC(CCC(=O)NCc3ccccc3F)C2)OCCO1 (centres undefined)
screen / no.	37	38	39	40	41	42
Bim-Mcl-1	-1	4	2	-2	-2	-1
Mcl1 Bid PPI	7	-9	-20	-11	-27	-28
Pf gamet viab	-12	x	x	16	x	x
Cdc42 wt GTP	99	101	106	100	93	99
Rab7 wt modul	93	103	103	104	99	108
Rab2A wt mod	98	101	107	102	97	100
Rac1 wt GTP bind	93	103	110	98	95	101
HRas wt GTP bind	94	101	104	98	94	100
Avidin bead fluor	12	6	6	9	31	9
Rac1 mut GTP	97	99	101	95	96	98
Mcl1-Noxa inh	9	7	-13	30	1	-3

43) CC(C)(C)NC(=O)CCc1nnc(Cc2c[nH]c3ccccc23)o1
44) CC1COc2ccccc2N1S(=O)(=O)c1ccccc1 (centres undefined)
45) C[C@]12CC[C@@H]3c4ccc(O)cc4CC[C@H]3[C@@H]1CC[C@@H]2OC(=O)CCC(=O)O
46) C=CCn1c(SCC(=O)OC)nc2sc3c(c2c1=O)CCN(C)C3
screen / no.	43	44	45	46
Bim-Mcl-1	0	-4	0	3
Mcl1 Bid PPI	-41	-22	-4	21
Pf gamet viab	-8	-3	x	x
Cdc42 wt GTP	95	96	99	94
Rab7 wt modul	94	95	94	92
Rab2A wt mod	94	96	99	93
Rac1 wt GTP bind	101	97	98	93
HRas wt GTP bind	98	94	98	95
Avidin bead fluor	12	11	8	10
Rac1 mut GTP	98	95	97	94
Mcl1-Noxa inh	18	10	18	44
